# Screens from PubChem.
# GAA850 FXN act: FXN promoter activators, primary screen, cell-based, luciferase luminescence, HEK293 lucGAA850 | HEK293 lucGAA850 FXN promoter luciferase reporter, 24 h; percent of 10 µM SAHA response | activation, % at 6 µM | 360,000 tested, 0.56% active | AID 540364, 2011;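 active = activation above the average of all compounds screened plus 3 SD, cutoff fixed separately per campaign, cut at about 7.5% in these data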;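 also: 0% = DMSO wells and 100% = 10 µM SAHA wells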
# DAX1 inh-1: DAX1 (NR0B1) inhibitors on StAR promoter, primary screen, cell-based, luminescence, SF-1 (NR5A1), full-length DAX-1. AID 652010, 2013. 370,000 tested, 1.1% active. HEK293T StAR-luciferase reporter, SF-1/DAX-1 repression relief. inhibition, % at 6.8 µM;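 active = inhibition above the mean over all tested compounds plus 3 SD, cut at about 3.6% in these data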;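 also: 0% = DAX-1 cells with DMSO and 100% = cells lacking DAX-1 with DMSO; higher inhibition means more luminescence from relief of DAX-1 repression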
# HGIII-sPLA2 inh: human group III sPLA2 inhibitors, primary screen, biochemical, QFRET, BODIPY PC-A2 liposome substrate; Group 3 secretory phospholipase A2 (Homo sapiens), Q9NZ20; QFRET BODIPY PC-A2 liposome hydrolysis, fluorescence; inhibition, % at 12.2 µM; 370,000 tested, 0.56% active;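 active = inhibition above mean plus 3 SD of compounds lying within the high and low control bounds, cut at about 19% in these data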;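 also: 0% = median of test compound wells and 100% = no enzyme DMSO wells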
# PLC-beta3 inh: human PLC-beta3 inhibitors, primary screen, biochemical, fluorescence | 1-phosphatidylinositol 4,5-bisphosphate phosphodiesterase beta-3 (Homo sapiens), Q01970 | inhibition, % at 12.2 µM | 370,000 tested, 0.18% active | Purified PLC-beta3, fluorogenic substrate; in the data active = inhibition above about 11%;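 also: 0% = median of compound wells on plate and 100% = full blocker control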
# ssDAF-12 act: S. stercoralis DAF-12 nuclear receptor activators, primary screen, cell-based, luminescence, HEK293, GRIP1 co-expression, lit1-tk-luc. HEK293 ssDAF-12/GRIP1 lit1-tk-luc reporter; % of 3 µM dafachronic acid response. activation, % at 6.8 µM. 370,000 tested, 1% active. Nuclear hormone receptor DAF-12 (Strongyloides stercoralis). AID 652126, 2013;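 active = activation above the mean over all tested compounds plus 3 SD, cut at about 0.9% in these data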;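 also: 0% = DMSO-only wells and 100% = 3 µM delta7-dafachronic acid wells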
# ADAM10 inh: human ADAM10 inhibitors, primary screen, biochemical, QFRET, HTS. Disintegrin and metalloproteinase domain-containing protein 10 (Homo sapiens), O14672. recombinant ADAM10, EDANS/DABCYL FRET peptide cleavage, 3 h. inhibition, % at 7 µM. 370,000 tested, 0.62% active;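 active = inhibition above a per-campaign cutoff equal to the mean of compounds falling between control-based bounds plus 3 SD, cut at about 20% in these data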;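 also: 0% = DMSO wells while the 100% control is not disclosed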
# ADAM17 inh: ADAM17 inhibitors, primary screen, biochemical, QFRET; inhibition, % at 6.95 µM; AID 720648, 2013; Disintegrin and metalloproteinase domain-containing protein 17 (Homo sapiens), P78536; recombinant ADAM17, EDANS/DABCYL FRET peptide cleavage; 370,000 tested, 0.83% active;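 active = inhibition above the mean of compounds lying between control limits plus 3 SD, set per campaign, cut at about 8.5% in these data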;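 also: 0% = DMSO-only wells as the low control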
# Target sequence (P78536 215-824 limits assumed): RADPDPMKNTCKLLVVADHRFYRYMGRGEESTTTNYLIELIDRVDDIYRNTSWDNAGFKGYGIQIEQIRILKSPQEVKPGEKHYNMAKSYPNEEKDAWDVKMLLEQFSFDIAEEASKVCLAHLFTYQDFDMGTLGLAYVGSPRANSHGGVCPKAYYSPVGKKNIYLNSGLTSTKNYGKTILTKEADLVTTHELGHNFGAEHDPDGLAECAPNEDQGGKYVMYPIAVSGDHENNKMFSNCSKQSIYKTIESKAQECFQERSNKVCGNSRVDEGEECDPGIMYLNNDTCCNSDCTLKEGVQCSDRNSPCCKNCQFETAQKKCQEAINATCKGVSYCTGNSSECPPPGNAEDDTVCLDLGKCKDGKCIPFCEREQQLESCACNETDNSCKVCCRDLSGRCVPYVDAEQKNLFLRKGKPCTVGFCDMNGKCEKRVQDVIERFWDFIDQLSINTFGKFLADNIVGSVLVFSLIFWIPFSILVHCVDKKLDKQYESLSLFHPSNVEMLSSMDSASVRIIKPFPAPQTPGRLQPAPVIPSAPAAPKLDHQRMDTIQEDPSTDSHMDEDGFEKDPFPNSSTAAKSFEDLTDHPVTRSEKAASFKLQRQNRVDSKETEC
# hgDAF-12 ag: H. glycines DAF-12 receptor agonists, primary screen, cell-based, luminescence, HEK293, GAL4 fusion, UAS-luciferase; Nuclear hormone receptor DAF-12 (Heterodera glycines), GAL4 fusion; HEK293 GAL4-hgDAF12 UAS-luciferase reporter, agonist luminescence; normalized to butyrate control; activation, % at 6.8 µM; 370,000 tested, 1.8% active; AID 687014, 2013;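 active = activation above a cutoff set at the mean of all screened compounds plus 3 SD, cut at about 10% in these data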;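 also: 0% = DMSO wells and 100% = sodium butyrate wells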
# DAX1 inh-2: DAX1 (NR0B1) inhibitors, primary screen, cell-based, HEK293, Gal4-DAX1, luciferase luminescence; Nuclear receptor subfamily 0 group B member 1 (Homo sapiens), P51843; HEK293 Gal4-DAX1 luciferase reporter; inhibition, % at 6.75 µM; 340,000 tested, 0.99% active; AID 504766, 2011;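 active = inhibition above the mean over all tested compounds plus 3 SD, cut at about 4.2% in these data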;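 also: 0% = DAX1-transfected cells with DMSO and 100% = empty-vector control cells with DMSO; inhibition shows as a rise in luminescence from relieved DAX1 repression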
# Target sequence (P51843 207-470 limits assumed): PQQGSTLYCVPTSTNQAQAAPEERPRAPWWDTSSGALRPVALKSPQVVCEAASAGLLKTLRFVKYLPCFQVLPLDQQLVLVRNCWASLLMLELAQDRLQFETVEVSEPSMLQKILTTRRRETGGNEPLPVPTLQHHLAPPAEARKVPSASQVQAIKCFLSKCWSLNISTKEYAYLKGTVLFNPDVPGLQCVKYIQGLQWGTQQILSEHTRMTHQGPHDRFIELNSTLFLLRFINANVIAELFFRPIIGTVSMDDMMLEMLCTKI
# hcDAF-12 act: H. contortus DAF-12 nuclear receptor activators, primary screen, cell-based, luminescence, HEK293, lit1-tk-luc reporter | activation, % at 6.8 µM | 370,000 tested, 1.4% active | AID 652067, 2013 | HEK293 hcDAF-12 lit1-tk-luc reporter; 0% DMSO, 100% Δ7-dafachronic acid;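 active = activation above the mean of all tested compounds plus 3 SD, cut at about 5.5% in these data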;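 also: 100% = response to 3 µM Δ7-dafachronic acid high control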
# PLC-gamma1 inh: PLC-gamma1 enzyme inhibitors, primary screen, biochemical, fluorescence, purified enzyme; fluorogenic substrate; inhibition, % at 12.2 µM; 370,000 tested, 0.84% active; AID 720700, 2013; in the data active = inhibition above about 9.5%
# * hit, by the source's call; / = not tested or not shown.
SMILES,GAA850 FXN act,DAX1 inh-1,HGIII-sPLA2 inh,PLC-beta3 inh,ssDAF-12 act,ADAM10 inh,ADAM17 inh,hgDAF-12 ag,DAX1 inh-2,hcDAF-12 act,PLC-gamma1 inh
CCn1c(C)nc2cc(C(=O)N/N=C(\C)c3ccccc3O)ccc21,4.8,2.6,1,-11,-1.7,-5,-4,5.2,-0.2,0.2,-2
COc1cc(Cl)ccc1OCc1cc(C(=O)NC(C)Cc2cnccn2)no1 (configuration not stated),3.1,2.6,8,-8,1.5*,-1,-7,13*,1.8,8.5*,-1
CC1(C)Cc2c(ccc3ccccc23)/C(=C/C(=O)N2CCCCC2)N1,1.9,0.1,8,-56,-1.5,-10,3,0.2,-0.5,-0.5,-41
Cc1ccccc1N(CC(=O)NCc1ccccc1)C(=O)CCC(=O)Nc1nccs1,-0.5,0.0,-3,-7,-1.4,-7,-2,2.3,-0.2,-1.6,1
COc1ccc(-n2nc(C(=O)NCC(=O)N3CCN(Cc4ccc5c(c4)OCO5)CC3)c3ccccc3c2=O)cc1OC,-2.6,-1.5,-15,-58,-1.3,-5,-1,-0.6,-0.1,-1.2,-36
COc1cc(OC)c(-c2oc3ccccc3c(=O)c2O)c(OC)c1,-4.4,-1.2,-32,-345,-1.4,-38,-11,-2.0,-1.2,0.1,-243
CCOc1cc(CNC2CCCC2)ccc1OCc1ccccc1Cl,-2.5,1.1,-6,-4,-0.5,0,-2,-0.1,1.0,-0.2,5
CCCCN(CC)c1nc(-c2ccncc2)nc2ccccc12,3.5,-0.8,-5,-48,-1.8,-17,1,-2.3,-0.6,-2.9,-38
O=C(NCc1ccccc1)N[C@@H](Cc1ccccc1)C(=O)O,-0.7,0.1,5,-1,-1.9,-2,-4,-2.2,0.1,-2.2,-1
O=C(Nc1ccccc1)n1ccc(-c2ccc(-n3ccnc3)cc2)n1,/,1.6,1,5,-0.7,-4,-1,12*,/,1.2,1
CCc1cc(=O)oc2cc(OC(C)C(=O)NCCCn3ccnc3)ccc12 (configuration not stated),1.7,-1.2,3,-1,-1.4,-50,-16,-2.2,1.6,1.3,-1
COc1ccc([N+](=O)[O-])cc1NC(=O)COC(=O)c1ccc(O)cc1,1.2,0.0,-1,-7,-1.2,0,-2,3.9,1.4,0.3,-2
S=C(c1ccccc1)N(c1ccccc1)c1ccccc1,-2.9,-0.5,2,0,-0.7,-1,-2,-1.9,1.3,-1.8,0
COc1cccc2nc3c(C(=O)NCCN(C)C)cccc3cc12,-0.3,-4.8,-6,-420,0.2,-17,-5,-5.1,-1.6,0.9,-360
O=C(CCl)NCCNC(=O)c1cc(OCC(F)(F)F)ccc1OCC(F)(F)F,-1.0,-2.5,2,-2,-1.5,-13,-4,1.3,/,-0.2,-2
O=C1c2ccccc2C(c2nc3ccccc3[nH]2)N1c1ccccc1 (configuration not stated),/,-1.5,1,1,-1.1,0,4,5.4,/,-0.5,6
COc1ccc(N(CC(=O)Nc2cc(C)ccc2C)S(=O)(=O)c2c(C)[nH]c(=O)[nH]c2=O)cc1,0.9,0.4,-15,-5,-0.8,3,-4,-1.6,0.5,0.5,6
O=C(N/N=C/c1ccco1)C1CC(=O)N(c2ccccc2)C1 (configuration not stated),1.8,-0.2,7,2,-1.1,2,-1,-1.6,-1.2,-0.5,4
CCn1cnc2cc(NCc3ccc(Cl)cc3)ccc21,3.4,0.8,1,-51,-0.5,-13,-7,8.9,2.9,4.4,-38
COc1ccc(CCNC(=O)COC(=O)c2ncc(Cl)c(Cl)c2Cl)cc1OC,-0.1,-1.4,-6,3,-0.8,2,-1,-0.8,-0.5,0.5,3
OCCN(CCO)CC(O)Cn1c2ccccc2c2ccccc21 (configuration not stated),2.0,-0.5,-4,3,-1.6,1,-3,0.2,0.2,0.4,2
CCCOc1ccc(C(=O)NNC(=O)c2cccc(S(=O)(=O)N3CCN(C(C)=O)CC3)c2)cc1OC,-1.0,0.4,3,-4,-0.5,-6,0,1.1,1.0,0.6,0
Cc1ccc(S(=O)(=O)CC(=O)NC(C)(C)C)cc1,-0.4,0.6,-1,5,-0.3,-2,-2,4.7,0.5,0.8,-1
COCCCn1c(C)c(C(C)=O)cc(NC(=O)c2ccccc2)c1=O,0.9,-0.8,1,2,-1.1,0,1,0.0,0.3,-2.1,-3
COCCn1c(CN2CCN(C(=O)c3ccco3)CC2)nc2c1c(=O)n(C)c(=O)n2C,0.6,-0.5,-1,3,-0.8,-1,3,-0.7,0.6,0.9,5
COc1ccc(/C(C)=N/NC(=S)NCCc2ccccc2)cc1,-0.7,-0.4,7,-6,-1.7,2,1,-2.6,2.3,-0.8,-5
CC(=O)C(Cc1ccccc1)NC(=O)CCl (configuration not stated),-0.9,-1.9,1,1,-1.7,-1,3,-2.1,-1.7,-1.4,2
O=C(NCc1ccc(C(=O)N2CCCN(Cc3ccccc3)CC2)cc1)c1cccc(Br)c1,/,-2.2,-13,2,-1.9,-2,1,-1.4,/,-3.9,2
O=S(=O)(NCc1ccccc1)c1ccc(NC(=S)NCc2ccco2)cc1,0.8,-1.3,-32,-8,-0.4,9,5,-1.1,-2.5,-0.2,-1
COc1ccc(C2c3c(oc4ccccc4c3=O)C(=O)N2CC2CCCO2)cc1 (configuration not stated),-0.3,0.2,-3,6,-1.3,11,0,0.9,0.9,0.7,5
O=[N+]([O-])c1cc(S(=O)(=O)NCCc2ccccn2)ccc1Cl,2.2,-1.1,-3,-4,-1.0,-2,1,1.0,1.6,-0.6,1
COc1cc(C2Nc3ccc4ncccc4c3C3=C2C(=O)CCC3)cc(OC)c1OC (configuration not stated),4.5,0.4,0,-33,-0.5,-29,-8,0.2,-0.7,1.6,-19
CSc1ncccc1C(=O)OCC(=O)NC1CCC(C)CC1 (configuration not stated),0.9,-0.1,12,-4,-1.3,-11,-1,-0.2,2.1,-0.3,1
CCCCn1c(N)c(N(CC)C(=O)C2=COCCO2)c(=O)[nH]c1=O,0.1,3.9*,3,5,-0.2,-17,-3,2.0,1.0,-0.3,0
CCc1cccc(C)c1NC(=O)C1CCCO1 (configuration not stated),0.9,0.4,-1,0,-0.9,-4,-4,-1.5,0.9,-0.1,-1
COc1ccc(NC(=O)C(C)(C)Oc2ccc(Cl)cc2)cn1,0.8,1.0,9,-5,-1.5,-15,-1,3.3,0.6,0.5,1
O=C(Cn1cc(C(F)(F)F)ccc1=O)N/N=C/c1ccc(F)cc1,-0.8,-0.4,2,-7,-1.1,-4,-7,-3.8,0.9,-1.4,0
Cc1ccc2c(c1)oc(=O)n2CC(=O)c1ccccc1,0.4,-0.3,-5,-8,-1.5,5,0,-0.4,-0.7,-0.9,1
Cc1cc(C(=O)N/N=C/c2cccs2)n[nH]1,6.9,1.1,0,2,-0.4,-1,-1,3.7,/,0.7,3
CN=Cc1nc(-c2ccccc2)oc1O,2.0,1.8,6,5,0.3,6,-3,7.8,2.1,1.4,6

# Among those listed so far, these contain a furan ring, fused or not:
SMILES,GAA850 FXN act,DAX1 inh-1,HGIII-sPLA2 inh,PLC-beta3 inh,ssDAF-12 act,ADAM10 inh,ADAM17 inh,hgDAF-12 ag,DAX1 inh-2,hcDAF-12 act,PLC-gamma1 inh
O=C(N/N=C/c1ccco1)C1CC(=O)N(c2ccccc2)C1 (configuration not stated),1.8,-0.2,7,2,-1.1,2,-1,-1.6,-1.2,-0.5,4
COCCn1c(CN2CCN(C(=O)c3ccco3)CC2)nc2c1c(=O)n(C)c(=O)n2C,0.6,-0.5,-1,3,-0.8,-1,3,-0.7,0.6,0.9,5
O=S(=O)(NCc1ccccc1)c1ccc(NC(=S)NCc2ccco2)cc1,0.8,-1.3,-32,-8,-0.4,9,5,-1.1,-2.5,-0.2,-1

# The results go on:
SMILES,GAA850 FXN act,DAX1 inh-1,HGIII-sPLA2 inh,PLC-beta3 inh,ssDAF-12 act,ADAM10 inh,ADAM17 inh,hgDAF-12 ag,DAX1 inh-2,hcDAF-12 act,PLC-gamma1 inh
COc1cc(C(=O)NCC(c2cccnc2)N2CCN(C)CC2)cc(OC)c1OC (configuration not stated),-1.5,-0.7,4,3,-1.3,7,0,1.1,0.2,0.0,4
CC(=O)NS(=O)(=O)c1ccc(N=c2ssc3c2-c2ccc(C)cc2NC3(C)C)cc1,0.9,1.2,-15,-2,-0.5,6,-2,5.3,1.8,1.9,5
O=S1(=O)CC(N2CCOCC2)c2ccccc21 (configuration not stated),0.5,0.8,-2,-1,-1.0,-4,-1,0.3,-0.1,-1.2,-1
O=C1OCC2=C1C(c1ccc(Cl)cc1)c1cc3c(cc1O2)OCO3 (configuration not stated),-1.8,-0.2,1,0,-1.1,-1,-2,0.9,1.0,-0.3,1
O=[N+]([O-])c1ccc(Cl)c(C2Nc3cccc4cccc(c34)N2)c1,-1.4,-3.5,32*,2,-3.0,32*,11*,-9.3,-3.3,-3.3,0
O=C(NNC(=O)c1ccc2c(=O)n3c(nc2c1)CCC3)c1ccc(Cl)cc1,0.8,-0.7,8,-7,-0.9,-10,-6,-0.9,-0.2,-0.1,3
CCOC(=O)C1CCCN(CC(=O)Nc2c(C(=O)OC)[nH]c3ccccc23)C1 (configuration not stated),0.6,-1.1,-4,-6,-1.2,-22,-7,-2.0,-1.1,-1.1,-3

# Quoted from the results shown (3 entries):
SMILES,GAA850 FXN act,DAX1 inh-1,HGIII-sPLA2 inh,PLC-beta3 inh,ssDAF-12 act,ADAM10 inh,ADAM17 inh,hgDAF-12 ag,DAX1 inh-2,hcDAF-12 act,PLC-gamma1 inh
O=[N+]([O-])c1ccc(Cl)c(C2Nc3cccc4cccc(c34)N2)c1,-1.4,-3.5,32*,2,-3.0,32*,11*,-9.3,-3.3,-3.3,0
O=C(NNC(=O)c1ccc2c(=O)n3c(nc2c1)CCC3)c1ccc(Cl)cc1,0.8,-0.7,8,-7,-0.9,-10,-6,-0.9,-0.2,-0.1,3
CCOC(=O)C1CCCN(CC(=O)Nc2c(C(=O)OC)[nH]c3ccccc23)C1 (configuration not stated),0.6,-1.1,-4,-6,-1.2,-22,-7,-2.0,-1.1,-1.1,-3
